From PubChem
14-3-3 PPI – modulators of human 14-3-3 gamma - Raf peptide interaction; P61981; FP, 14-3-3gamma / TMR-pS259-Raf peptide binding; inhibition, % at 40 µM; hit rate 0.19% among 160,000; in the data active means inhibition above about 30%;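 further: 0% = protein plus tracer without compound and 100% = blank with tracer alone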
Target sequence (P61981 whole entry, looked up): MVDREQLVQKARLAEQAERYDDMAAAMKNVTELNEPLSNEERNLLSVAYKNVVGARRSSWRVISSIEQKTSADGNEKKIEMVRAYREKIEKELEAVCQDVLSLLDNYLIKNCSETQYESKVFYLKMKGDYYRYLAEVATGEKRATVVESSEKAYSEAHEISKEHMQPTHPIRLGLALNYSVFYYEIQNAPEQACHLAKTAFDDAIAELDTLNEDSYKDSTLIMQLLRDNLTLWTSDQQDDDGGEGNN
* marks the source's active call; other numbers are inactive results; & = joins results of further samples; ! = not confirmed by another sample. A portion of the library; count on the stated rates, not on these rows.

SMILES	14-3-3 PPI
COc1cc(OC)cc(C(=O)Nc2nc3ccc4nc(SC)sc4c3s2)c1	-45
Cc1ccc(CCNC(=O)C2CCN(c3nn4c(=O)cc(C)nc4s3)CC2)cc1	-10
Cn1c(C(=O)NC2CCCCCC2)cc2c(=O)[nH]c3ccccc3c21	0
COC(=O)c1nnn(-c2nonc2N)c1-c1cccs1	-11
c1ccc(-c2cc3n(c2)CCn2cccc2-3)cc1	-69
CCOC(=O)c1ccc(NC(=O)CNC(=O)C2CCCCC2)cc1	-1&0
COc1ccc(NC(=O)CN2CCN(S(=O)(=O)c3cccc([N+](=O)[O-])c3)CC2)cc1OC	-5
CCn1c(=O)c2cc(S(=O)(=O)NCCOc3ccccc3)ccc2n(CC)c1=O	-5
Cc1cc(NC(=O)c2sc(Nc3cccc(C(F)(F)F)c3)nc2N)no1	-2
CCOC(=O)c1cnc2c(C)cc(Cl)cc2c1NCC(C)O (centres undefined)	-2
O=C(c1ccc(-n2c(=S)[nH]c3ccccc3c2=O)cc1)N1CCCCCC1	-8
COc1cc(C(=O)Nc2ccc(O)c(-c3nc4ccccc4o3)c2)cc(OC)c1OC	-196
CCCC12CN3CC(CCC)(CN(C1)C3c1ccc(OC)c(OC)c1)C2=O (centres undefined)	-1
COCCOC(=O)C1=C(C)NC2=C(C(=O)CC(c3cccs3)C2)C1c1ccsc1 (centres undefined)	0&-15
C=CCSc1nc2ccccc2[nH]1	50*!
CCOC(=O)CC1=NN=C(N)SC1	10&-1
O=C(CCn1c(=O)sc2ccccc21)NCCC1=CCCCC1	-14
CCOc1ccc(N(C(C)=O)C2=C(N3CCOCC3)C(=O)c3ccccc3C2=O)cc1	0
COc1cc(C2C(=O)N(C3CCC(C)CC3)CC(=O)N2Cc2ccc3c(c2)OCO3)ccc1OC(C)C (centres undefined)	0
Cc1cc(C(=O)N2CCN(C)CC2)ccc1[N+](=O)[O-]	0
CCOc1ccc(-c2nc(C#N)c(NCC(C)C)o2)cc1	17
CNc1nc(NC)nc(-n2c(C(F)(F)F)nc3ccccc32)n1	-5
COC(=O)c1cccc(Nc2nc(-c3ccccc3Cl)nc3ccccc23)c1	-93
CNC(=O)c1ccc2snnc2c1	-1
COCCOC(=O)C1=C(N)OC2=C(C(=O)CCC2)C1c1ccccc1[N+](=O)[O-] (centres undefined)	11
Cc1cccc(CN2CCN(CC(=O)N3CCCCCC3)C2=O)c1	-5
CCN1CCN(c2ncnc3sc4c(c23)CCC(C)C4)CC1 (centres undefined)	-12
CCOC(=O)C1=C(C)Nn2c(nc3ccccc3c2=O)S1	-15
CCc1c(C)nc2[nH]nc(NC(=O)C(F)(F)F)n2c1=O	-6
COc1ccc(CNC(=O)c2ccc3c(=O)n(CCc4ccccc4)c(=O)[nH]c3c2)cc1	-2
CCCCN(C)C(=O)CN1C(=O)C(CC)Oc2ccc(C)cc21 (centres undefined)	-5
Cc1ccccc1C(=O)NCc1ccco1	-1
Cc1ccc2c(c1)c1c(n2CC(O)Cn2c(C)nc3ccccc32)/C(=N\O)CCC1 (centres undefined)	-4
COCC(=O)Nc1nc2ccc(C)cc2s1	-11
CCCCOc1ccc(C(=O)Nc2ccc(S(=O)(=O)Nc3cc(C)on3)cc2)cc1OC	-1
CCOC(=O)c1cnc2cc(Cl)c(OC)cc2c1Nc1cccc(OC)c1	0
COc1ccc(C2CC(c3ccc(Br)cc3)=NN2C(=O)CCN2CCCCC2)cc1 (centres undefined)	-3
COc1ccc(C(=O)N2CCN(C(=O)Cc3ccccc3)CC2)cc1OC	3&1
COc1cc2c(cc1OC)C(C(=O)NCc1cccnc1)C(c1cccs1)N(C)C2=O (centres undefined)	-2
CCN(CC)CCCCOc1ccccc1OC	-5
O=C(NCCc1ccccc1)C1CCC(Cn2c(=O)c3ccccc3n(Cc3cccc([N+](=O)[O-])c3)c2=O)CC1 (centres undefined)	-29
CC(=O)N1N=C(c2c(-c3ccccc3)c3cc(Cl)ccc3[nH]c2=O)CC1c1ccc(Br)cc1 (centres undefined)	25
C=C(C)c1cccc(C(C)(C)NC(=O)NC2CCCC2)c1	0
CCCCCCCNC(=O)c1cc(-c2ccncc2)nc2ccccc12	-8
O=C(Nc1ccccc1Cl)N1CCN(c2ncccn2)CC1	-8
CC1=NNc2c([N+](=O)[O-])nc(C)n2C1	-1
CCOC(=O)c1ccc(NC(=O)NC2CC3CCC(C2)N3Cc2nnnn2C(C)(C)C)cc1 (centres undefined)	-5
O=C(NCc1ccc(F)cc1)c1ccc2c(c1)N(Cc1ccc(F)cc1)C(=O)CS2	-1
Cc1ccnc(N2C(=O)c3ccccc3C2Nc2ccccc2Cl)c1 (centres undefined)	0
CCC(=O)N1CCc2cc(Br)cc(S(=O)(=O)N3CCCC(C(=O)N4CC=C(c5ccccc5)CC4)C3)c21 (centres undefined)	-20

Structural class, the entries above containing a nitro group on carbon.
SMILES	14-3-3 PPI
COc1ccc(NC(=O)CN2CCN(S(=O)(=O)c3cccc([N+](=O)[O-])c3)CC2)cc1OC	-5
Cc1cc(C(=O)N2CCN(C)CC2)ccc1[N+](=O)[O-]	0
COCCOC(=O)C1=C(N)OC2=C(C(=O)CCC2)C1c1ccccc1[N+](=O)[O-] (centres undefined)	11
O=C(NCCc1ccccc1)C1CCC(Cn2c(=O)c3ccccc3n(Cc3cccc([N+](=O)[O-])c3)c2=O)CC1 (centres undefined)	-29
CC1=NNc2c([N+](=O)[O-])nc(C)n2C1	-1

Later entries
SMILES	14-3-3 PPI
CC(=O)N=c1sccn1CC(O)c1ccc(Br)cc1 (centres undefined)	3
CCN(CC)S(=O)(=O)c1cc(C(=O)Nc2cccc([N+](=O)[O-])c2)ccc1Cl	1
COc1ccc(C)cc1NC(=O)Cn1c(=O)oc2ccccc21	-17
Cc1cc(C)n(S(=O)(=O)c2ccccc2[N+](=O)[O-])n1	-1
Cc1ccc2c(c1)N(CCCC(=O)NCc1ccc3c(c1)OCO3)C(=O)CO2	1&-6
Cn1c(=O)[nH]c(=O)c2c1ncn2Cc1ccccc1F	2
COc1cc(OC)c(NC(=O)c2cc3c(=O)[nH]c4ccccc4c3s2)cc1Cl	-132
COc1ccc(NC(=O)c2ccc(Cn3c(=O)[nH]c4ccsc4c3=O)cc2)cc1	-10
COc1cc(N)ccc1NC(=O)c1cccs1	-4
CC1Cn2c(nnc2-c2cccs2)S1 (centres undefined)	1

4 compounds picked at random from the list so far:
SMILES	14-3-3 PPI
COc1cc(N)ccc1NC(=O)c1cccs1	-4
CC(=O)N=c1sccn1CC(O)c1ccc(Br)cc1 (centres undefined)	3
COc1ccc(NC(=O)c2ccc(Cn3c(=O)[nH]c4ccsc4c3=O)cc2)cc1	-10
COc1cc(OC)c(NC(=O)c2cc3c(=O)[nH]c4ccccc4c3s2)cc1Cl	-132

Later entries
SMILES	14-3-3 PPI
CCOC(=O)C(N)CSC1CC(=O)N(c2ccc(I)cc2)C1=O (centres undefined)	-3
O=C(Cn1cnc2c(nnn2Cc2ccc(F)cc2)c1=O)NCC1CCCO1 (centres undefined)	0
CCC(=O)Nc1cc(Cl)ccc1N1CCN(C(=O)CC)CC1	-14
Nc1cc(Cl)c(N)cc1Cl	-7
CCOC(=O)N1CCN(C(=O)c2ccccc2Oc2ccccc2)CC1	-3
Cn1c(-c2cccnc2)nc2ccccc21	3
CC(C)Nc1nc(NC(C)C)nc(C(N)=O)n1	0
Cc1ccc2nc3c(nc2c1)-c1ccccc1C3=O	-14
COC(=O)c1c(NC(=O)CCCOc2ccccc2)sc2c1CCC(C)C2 (centres undefined)	-2
N#Cc1c(-c2cccc(Br)c2)cc(C2CC2)nc1N	-18

Structures shown so far that contain an NH in an aromatic ring:
SMILES	14-3-3 PPI
Cn1c(C(=O)NC2CCCCCC2)cc2c(=O)[nH]c3ccccc3c21	0
O=C(c1ccc(-n2c(=S)[nH]c3ccccc3c2=O)cc1)N1CCCCCC1	-8
C=CCSc1nc2ccccc2[nH]1	50*!
CCc1c(C)nc2[nH]nc(NC(=O)C(F)(F)F)n2c1=O	-6
COc1ccc(CNC(=O)c2ccc3c(=O)n(CCc4ccccc4)c(=O)[nH]c3c2)cc1	-2
CC(=O)N1N=C(c2c(-c3ccccc3)c3cc(Cl)ccc3[nH]c2=O)CC1c1ccc(Br)cc1 (centres undefined)	25
Cn1c(=O)[nH]c(=O)c2c1ncn2Cc1ccccc1F	2
COc1cc(OC)c(NC(=O)c2cc3c(=O)[nH]c4ccccc4c3s2)cc1Cl	-132
COc1ccc(NC(=O)c2ccc(Cn3c(=O)[nH]c4ccsc4c3=O)cc2)cc1	-10

Carrying on.
SMILES	14-3-3 PPI
CCCCCn1c(=O)[nH]c2cc(C(=O)N3CCN(c4ccc(C(C)=O)cc4)CC3)ccc2c1=O	-4
Cc1cc(C)n(C(=O)CN2C(=O)c3cccc4cccc(c34)C2=O)n1	-5
CC1CC(C)CN(S(=O)(=O)c2ccc(C(=O)Nc3sc4c(c3-c3nc5ccccc5s3)CCN(C)C4)cc2)C1 (centres undefined)	-85
CCCCC1CCC(C(=O)Nc2c3c(nn2-c2ccc(OC)cc2)CSC3)CC1 (centres undefined)	-11
O=C(Nc1nc2ccccc2s1)C1CCCN1S(=O)(=O)c1ccc(Cl)cc1 (centres undefined)	-2&2
CC1=C(C(=O)OCCSc2ccccc2)C(c2cc3c(cc2Br)OCO3)NC(=O)N1 (centres undefined)	-11
Cc1cc(N2CCN(c3ccccn3)CC2)n2nc(C)nc2n1	-2
COc1ccccc1NC(=O)CCC(=O)Nc1nnc(C(F)(F)F)s1	-8
O=C(Nc1ccc(Cc2ccc(NC(=O)c3ccc(F)cc3)cc2)cc1)c1ccc(F)cc1	-5
COC(=O)c1ccccc1NC(=O)c1cc(-c2ccc(Cl)cc2)on1	-12
Cc1ccc(-n2c(=O)[nH]c3sc4c(c3c2=O)CCCC4)cc1	-4
C=CCOC(=O)c1[nH]c2c(c1C)C(=O)C(C(=O)OC)C(C)C2 (centres undefined)	-10
CC1=CC(C)(C)N(C(=O)NC2CCCCC2)c2ccccc21	0
COc1ccc(-c2n[nH]c(=S)nc2-c2ccc(OC)cc2)cc1	-290
CC(C)(C)C1CCc2c(sc3nc(-c4ccccc4)oc(=O)c23)C1 (centres undefined)	0
COc1ccc(NC(=O)c2nn3c(c2Br)NC(c2cccs2)CC3C(F)(F)F)cc1OC (centres undefined)	-12
Cc1ccc(S(=O)(=O)NC(Cc2ccccc2)C(=O)Nc2nc3ccc(C)cc3s2)cc1 (centres undefined)	1
COc1ccc(NC(=O)CN(c2cc(C)cc(C)c2)S(=O)(=O)c2c(C)noc2C)cc1OC	-3
COc1ccc(NC(=O)CSc2nnc(Cc3cccn3C)n2-c2ccc(F)cc2)cc1	5
CCOC(=O)Cn1ncc(-c2ccccc2)c1N	1
C[C@]12CC[C@@H]3c4ccc(O)cc4CC[C@H]3[C@@H]1CCC2=O	9&-7
Cn1nc(C(=O)NCCN2CCOCC2)c2ccccc2c1=O	6
COc1cc2c(cc1OC)CN(C(=O)CSc1n[nH]c(N)n1)CC2	-2
Cc1cc(NC(=O)c2noc3c2CCCC3)n(-c2ccccc2)n1	-13
COc1ccc(S(=O)(=O)N(CC(=O)N2CCCCC2)c2ccc(Cl)cc2)cc1	26
CC(C)c1ccc(S(=O)(=O)N2CCN(C(=O)c3ccccc3F)CC2)cc1	-4
Cc1ccc(CSc2nc3ccccc3c(=O)n2-c2ccc(C(=O)N3CCOCC3)cc2)cc1	-6
CSc1cccc(NS(=O)(=O)c2ccc3[nH]cc(C(=O)NCCc4ccc(Cl)cc4)c(=O)c3c2)c1	-18
CCOC(=O)c1[nH]c2ccc(OCC)cc2c1NC(=O)CN1CCN(c2ccccc2)CC1	-2
Oc1ccc2nonc2c1	-5
Cc1noc(/C=C/N(C)C)c1S(=O)(=O)N1CCCC(C(=O)NC2CCCCC2C)C1 (centres undefined)	0
Cc1ccc(C)c(Cc2c(C)nc3c(C(=O)NC(C)C)cnn3c2C)c1	-22
Cc1sc2ncnc(OCC(=O)NCC3CCCO3)c2c1C (centres undefined)	3
CCOC(=O)N1CCN(c2c(NC3CCN(Cc4ccccc4)CC3)c(=O)c2=O)CC1	-7
COC(=O)c1c(O)ccc(Oc2ccccc2)c1C(=O)OC	4
O=C(NC1CCCCC1)C1c2ccccc2Oc2ccccc21	0
COc1ccc(-c2nc(SCC(=O)NCC3CCCO3)c3c(=O)n(C)c(=O)n(C)c3n2)cc1 (centres undefined)	-9
COc1ccc(C2Nc3ccccc3NC3=C2C(=O)CC(c2ccccc2)C3)cc1OC (centres undefined)	4
O=C(Nc1ccccc1OC(F)(F)F)c1cccs1	9
COc1ccc(C2CC(C(F)(F)F)n3nc(C(=O)NC(C)(C)C)c(Cl)c3N2)cc1OC (centres undefined)	-3
CCOc1cccc2c1OC1(C)C(C(=O)N(C)C)C2NC(=S)N1c1ccccc1OC (centres undefined)	1
CCOC(=O)C1C(=O)C=C(c2ccco2)CC1c1ccccc1 (centres undefined)	-54
CCOc1ccccc1NC1c2ccccc2C(=O)N1Cc1ccco1 (centres undefined)	2
CCCCn1ccnc1C(=O)c1cccc(S(=O)(=O)N2c3ccccc3CC2C)c1 (centres undefined)	-15
CCc1cc2c(=O)c(-c3nc4ccccc4s3)coc2cc1OC(=O)c1ccco1	-10
CC(C)(C)C1=Nn2c(nnc2-c2ccccc2)SC1	0
O=C1NCCCCC1NS(=O)(=O)c1cccc2nsnc12 (centres undefined)	-2
COCc1cc(=O)n2[nH]cnc2n1	-1
Cc1cc(CCN2CCC(=O)NC2=O)ccc1OC(C)C	-3
Cc1c(Br)c([N+](=O)[O-])nn1CC(=O)NCc1cccs1	-7

Remaining list, next part:
SMILES	14-3-3 PPI
Cc1cccc(-c2nnc(SCC#N)n2Cc2ccccc2)c1	-1
CN(C)c1ccc(C(=O)Nc2nnc(-c3ccc(Cl)cc3)o2)cc1	3
COc1cc(OC)cc(C(=O)Nc2ccc(-c3nc4ccccc4o3)c(O)c2)c1	-75
COc1cc(NC(=O)C2CCCN2S(=O)(=O)c2cccc3cccnc23)cc(OC)c1OC (centres undefined)	-1
CC1=CC(C)(C)N2C(=O)C(=O)c3cc(OC(=O)CCC4CCCCC4)cc1c32	-12
